FLuc inh counter – firefly luciferase enzyme inhibitors, primary screen, artefact control for luciferase-based inhibitor screens, biochemical, luminescence, ATPLite. Luciferin 4-monooxygenase (Photinus pyralis), P08659. 10 min. inhibition, % at 10 µM. 1.5% of 200,000 active;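 active means inhibition above about 50% when tested at 10 µM, limit read from the data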
Target sequence (P08659 whole entry, looked up): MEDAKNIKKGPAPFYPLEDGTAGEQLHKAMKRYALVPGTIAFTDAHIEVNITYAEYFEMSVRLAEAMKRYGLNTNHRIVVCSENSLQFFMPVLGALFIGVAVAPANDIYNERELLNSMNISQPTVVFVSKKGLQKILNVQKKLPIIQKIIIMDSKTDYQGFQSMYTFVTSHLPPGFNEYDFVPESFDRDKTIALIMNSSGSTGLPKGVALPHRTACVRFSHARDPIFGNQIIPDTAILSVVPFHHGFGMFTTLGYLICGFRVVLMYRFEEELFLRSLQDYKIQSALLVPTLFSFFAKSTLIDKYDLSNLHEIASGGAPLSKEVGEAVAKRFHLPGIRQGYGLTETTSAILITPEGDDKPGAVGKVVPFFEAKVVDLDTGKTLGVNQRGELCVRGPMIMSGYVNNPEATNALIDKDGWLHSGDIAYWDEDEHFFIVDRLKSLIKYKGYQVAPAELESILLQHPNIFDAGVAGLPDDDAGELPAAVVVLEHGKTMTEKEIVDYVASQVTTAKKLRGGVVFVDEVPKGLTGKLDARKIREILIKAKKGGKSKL
TNAP inh noacc – human TNAP enzyme inhibitors, primary screen, biochemical, luminescent, no phosphate acceptor, uHTS; 0.26% of 200,000 active; purified TNAP, CDP-star luminescence, 30 min; inhibition, % at 20 µM; Alkaline phosphatase, tissue-nonspecific isozyme (Homo sapiens), P05186; AID 1012, 2008;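 active means tissue-nonspecific alkaline phosphatase inhibition above about 50% at 20 µM in the single-dose screen, limit read from the data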;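 further: 0% = DMSO negative control and 100% = EDTA positive control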
Target sequence (P05186 whole entry, looked up): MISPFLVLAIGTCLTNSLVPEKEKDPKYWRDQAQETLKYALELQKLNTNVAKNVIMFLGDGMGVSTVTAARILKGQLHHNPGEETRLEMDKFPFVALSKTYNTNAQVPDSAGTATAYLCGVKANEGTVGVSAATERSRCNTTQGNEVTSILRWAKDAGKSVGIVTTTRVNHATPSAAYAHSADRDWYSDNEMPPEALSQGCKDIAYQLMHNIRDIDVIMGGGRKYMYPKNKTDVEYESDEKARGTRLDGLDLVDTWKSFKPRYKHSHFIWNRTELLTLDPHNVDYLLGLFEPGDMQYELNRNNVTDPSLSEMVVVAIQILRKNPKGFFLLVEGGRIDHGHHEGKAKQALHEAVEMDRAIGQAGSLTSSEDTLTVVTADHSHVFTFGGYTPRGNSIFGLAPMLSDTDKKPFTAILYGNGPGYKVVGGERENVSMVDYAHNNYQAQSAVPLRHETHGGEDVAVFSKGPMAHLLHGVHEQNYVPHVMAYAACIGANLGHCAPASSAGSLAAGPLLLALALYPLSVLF
APP transl inh – inhibitors of APP translation via 5'UTR reporter, primary screen, APP 5'UTR luciferase, SH-SY5Y cells; SH-SY5Y APP 5'UTR-luciferase reporter, luminescence; inhibition, % at 2 µM; 0.82% of 190,000 active; AID 1285, 2008;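 active means inhibition above a set limit, derived from the sample mean plus 3 SD, cut at about 45% in these data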; further: values of inactives mirror those of a sister screen read the other way
bIAP inh – bovine intestinal alkaline phosphatase inhibitors, primary screen, selectivity assay for TNAP inhibitor project, biochemical, bovine IAP, CDP-star luminescence; 190,000 tested, under 10 active; purified bovine IAP, 30 min; inhibition, % at 20 µM;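 active means over 50% inhibition of intestinal alkaline phosphatase at 20 µM in the single-dose screen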
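test system = bovine IAP enzyme | medium = DEA buffer 100 mM, pH 9.8, with MgCl2 1.0 mM, ZnCl2 0.02 mM | detection = luminescence | dosing = single compound dose of 20 µM, 2% DMSO final | incubation = 30 min reaction at room temperature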
RAM network inh – inhibitors of the yeast RAM network, primary screen, dse1pr::URA3 reporter, 5-FOA selection. S. cerevisiae dse1pr::URA3 reporter, 5-FOA growth OD615, 2 d; analog-sensitive cbk1-as2 kinase mutant strain. inhibition, % at 50 µM. 1.8% of 190,000 active;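 active means inhibition above a set limit, 3 SD over mean compound inhibition, cut at about 8.4% in these data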;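 further: 0% = DMSO-only wells with no growth and 100% = 10 µM 1-NA-PP1 full growth; inhibition rescues growth on 5-FOA so higher OD means more RAM inhibition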
TNAP act hiacc – TNAP activators at high phosphate acceptor level, primary screen, biochemical, luminescence, uHTS. 200,000 tested, under 10 active. Alkaline phosphatase, tissue-nonspecific isozyme (Homo sapiens), P05186. activation factor at 20 µM. purified TNAP, CDP-star luminescence, 1 M DEA, 30 min; active compounds read high; 0 = EDTA background, 1 = DMSO-only activity;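 active means activation factor at least 2 at 20 µM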
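Measured by: Luminescent substrate turnover signal | Test system: Human TNAP | Input: TNAP 1/800 final | Dosing: 20 µM single point | Schedule: 30 min, room temperature | Controls: EDTA wells as negative control, DMSO wells as positive control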
bIAP act – bovine intestinal alkaline phosphatase activators, primary screen, biochemical, bovine IAP, CDP-star luminescence. alkaline phosphatase, intestinal [Bos taurus]. activation factor at 20 µM. 0.17% of 200,000 active. purified bovine IAP, 30 min; active compounds read high; fold of DMSO-control signal, blank-subtracted;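 active means activation factor of 2 or more at 20 µM, a signal rise over negative controls twice the positive control's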
TNAP inh hiacc – human TNAP enzyme inhibitors, primary screen, biochemical, luminescent, high phosphate acceptor level, uHTS; purified TNAP, CDP-star luminescence, 1 M DEA; 0.03% of 200,000 active; inhibition, % at 20 µM; Alkaline phosphatase, tissue-nonspecific isozyme (Homo sapiens), P05186;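 active means over 50% inhibition of tissue-nonspecific alkaline phosphatase at 20 µM in the single-dose screen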;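 further: plate controls were DMSO wells for no effect and EDTA-quenched wells as full inhibition for full effect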
Lmaj promast – Leishmania major promastigote growth inhibition, primary screen | Leishmania major promastigotes, resazurin fluorescence viability | AID 1063, 2008 | 9% of 200,000 active | inhibition, % at 10 µM; in the data active means inhibition above about 50%;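 further: promastigotes grown with compound for 44 hours at 28 °C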
FLuc stim CS – FLuc activators, initial screening, artefact control for FLuc-dependent activation tests, biochemical, ATPlite luminescence; Luciferin 4-monooxygenase (Photinus pyralis), P08659; ATPlite luciferase biochemical, 10 min; 0 = ATP-free wells, 1 = DMSO control; activation factor at 10 µM; 200,000 tested, under 10 active; AID 1027, 2008;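 active means luciferase activation factor, scaled between plate controls, of at least 2 with compound at 10 µM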
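System: cell-free luciferase reagent; medium: PBS as buffer for the ATP substrate; doses: test compounds dosed from 2 mM stocks in 100% DMSO; incubation: 10 min, room temperature; measured by: luminescence from luciferase reaction; read-out: luciferase activation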
Starred values were filed as active, the others as inactive. Compounds were not picked by outcome; about 13% have a hit in one of these screens.

`CCN1CCN(CCNC(=O)CS(=O)(=O)Cc2nc(-c3ccc(C)cc3)oc2C)CC1` gave FLuc inh counter -11, TNAP inh noacc -5, bIAP inh 0, RAM network inh 2.4, TNAP act hiacc 1.1, bIAP act 1, TNAP inh hiacc -9, Lmaj promast 46 and FLuc stim CS 1.1.
`Cc1ccc(N(C(=O)NC2CCCCC2)C2=NCCCCC2)cc1` gave FLuc inh counter 2, TNAP inh noacc 3, APP transl inh -32, bIAP inh 5, RAM network inh 0.8, TNAP act hiacc 1, bIAP act 1, TNAP inh hiacc 3, Lmaj promast 33 and FLuc stim CS 1.
Screening CN1CCCN(Cc2ccccc2C(F)(F)F)CC1 returned FLuc inh counter -9, TNAP inh noacc -2, APP transl inh -2, bIAP inh 10, RAM network inh 0.4, TNAP act hiacc 1.1, bIAP act 0.9, TNAP inh hiacc -6, Lmaj promast 3 and FLuc stim CS 1.1.
CCOC(=O)C1CCCN(c2cc(=O)n(C3CCCCC3)c(=O)[nH]2)C1 (stereo not given) was read as FLuc inh counter -3, TNAP inh noacc 1, APP transl inh -13, bIAP inh 6, RAM network inh 0.6, TNAP act hiacc 1, bIAP act 0.9, TNAP inh hiacc 0, Lmaj promast 2 and FLuc stim CS 1.
`Cc1ccc2c(c1)C(=O)C(=O)N2CCCOc1ccccc1` gave FLuc inh counter -3, TNAP inh noacc -3, APP transl inh 0, bIAP inh 18, RAM network inh -0.4, TNAP act hiacc 1, bIAP act 0.8, TNAP inh hiacc -1, Lmaj promast 28 and FLuc stim CS 1.
Screening CCOCc1c(C(=O)NC2=Nc3ccccc3NC(CC)=C2C(=O)OCC)oc2ccccc12 returned FLuc inh counter 1, TNAP inh noacc 2, APP transl inh 20, bIAP inh 4, RAM network inh 10*, TNAP act hiacc 1, bIAP act 1, TNAP inh hiacc 0, Lmaj promast 30 and FLuc stim CS 1.
O=C(OCc1cccc(F)c1)c1ccc2c(c1)-c1ccccc1C2=O was read as FLuc inh counter -8, TNAP inh noacc -12, APP transl inh -3, bIAP inh 20, RAM network inh 7.8, TNAP act hiacc 1, bIAP act 0.8, TNAP inh hiacc 0, Lmaj promast -5 and FLuc stim CS 1.1.
`Cc1ccc2c(Cl)cc(Cl)c(OCC(=O)NCc3ccco3)c2n1` gave FLuc inh counter -1, TNAP inh noacc -3, APP transl inh 6, bIAP inh 7, RAM network inh -1.0, TNAP act hiacc 1, bIAP act 0.9, TNAP inh hiacc 1, Lmaj promast 2 and FLuc stim CS 1.
`O=C(/C=C/c1c(Cl)cccc1Cl)NCc1ccccc1` gave FLuc inh counter -1, TNAP inh noacc -3, APP transl inh 6, bIAP inh -7, RAM network inh 3.9, TNAP act hiacc 1, bIAP act 1.1, TNAP inh hiacc 0, Lmaj promast -6 and FLuc stim CS 1.
Screening COCCNC(=O)COc1cccc2c1OC(C)(C)C2 returned FLuc inh counter -4, TNAP inh noacc -19, APP transl inh -1, bIAP inh 5, RAM network inh 1.5, TNAP act hiacc 1.1, bIAP act 1, TNAP inh hiacc -6, Lmaj promast -10 and FLuc stim CS 1.
Screening CCOc1ccc(/C(C)=N/N2C(=O)C(CC(=O)Nc3ccc(OC)cc3[N+](=O)[O-])SC2=Nc2cccc(C)c2C)cc1 (stereo not given) returned FLuc inh counter -2, TNAP inh noacc -5, APP transl inh 7, bIAP inh 0, RAM network inh 8.1, TNAP act hiacc 1, bIAP act 1, TNAP inh hiacc 0, Lmaj promast 2 and FLuc stim CS 1.
For COc1ccc2c(c1)oc(=O)c1ccccc12 the results were FLuc inh counter 0, TNAP inh noacc -16, APP transl inh -14, bIAP inh -4, RAM network inh 1.9, TNAP act hiacc 1.1, bIAP act 1, TNAP inh hiacc -6, Lmaj promast -1 and FLuc stim CS 1.

A section from further up, as a working copy:
`Cc1ccc(N(C(=O)NC2CCCCC2)C2=NCCCCC2)cc1` gave FLuc inh counter 2, TNAP inh noacc 3, APP transl inh -32, bIAP inh 5, RAM network inh 0.8, TNAP act hiacc 1, bIAP act 1, TNAP inh hiacc 3, Lmaj promast 33 and FLuc stim CS 1.
Screening CN1CCCN(Cc2ccccc2C(F)(F)F)CC1 returned FLuc inh counter -9, TNAP inh noacc -2, APP transl inh -2, bIAP inh 10, RAM network inh 0.4, TNAP act hiacc 1.1, bIAP act 0.9, TNAP inh hiacc -6, Lmaj promast 3 and FLuc stim CS 1.1.

Carrying on.
Screening Cc1cc(NC(=O)CSc2cn(CCNC(=O)c3ccc(Cl)cc3)c3ccccc23)no1 returned FLuc inh counter 7, TNAP inh noacc -19, APP transl inh 7, bIAP inh 13, RAM network inh 2.5, TNAP act hiacc 1.1, bIAP act 0.9, TNAP inh hiacc -6, Lmaj promast 19 and FLuc stim CS 0.9.
`CCOCC(=O)Nc1ccccc1C(=O)O` gave FLuc inh counter -5, TNAP inh noacc -1, APP transl inh 5, bIAP inh 8, RAM network inh 0.6, TNAP act hiacc 1.1, bIAP act 0.9, TNAP inh hiacc -9, Lmaj promast -7 and FLuc stim CS 1.
Screening COc1cccc(-c2nc(NCC3CCCO3)c3ccccc3n2)c1O (stereo not given) returned FLuc inh counter -10, TNAP inh noacc -2, APP transl inh 8, bIAP inh 20, RAM network inh -0.7, TNAP act hiacc 1, bIAP act 0.8, TNAP inh hiacc 0, Lmaj promast 35 and FLuc stim CS 1.1.
`CCOC(=O)c1c(NC(=O)CSc2nc3ccccc3s2)sc(C)c1C` gave FLuc inh counter -12, TNAP inh noacc -6, APP transl inh -2, bIAP inh 26, RAM network inh 11*, TNAP act hiacc 1, bIAP act 0.7, TNAP inh hiacc -5, Lmaj promast 13 and FLuc stim CS 1.1.
Screening O=C(CCN1C(=O)C2C3C=CC(C3)C2C1=O)N1CCN(c2ccccn2)CC1 (stereo not given) returned FLuc inh counter -6, TNAP inh noacc -13, APP transl inh -6, bIAP inh 16, RAM network inh 2.5, TNAP act hiacc 1.1, bIAP act 0.8, TNAP inh hiacc -6, Lmaj promast -4 and FLuc stim CS 1.1.
COc1ccc(C2=CC(c3cc(OC)c(OC)c(OC)c3)NC(=S)N2)cc1 (stereo not given) was read as FLuc inh counter -2, TNAP inh noacc -2, APP transl inh 6, bIAP inh 12, RAM network inh 5.0, TNAP act hiacc 1, bIAP act 0.9, TNAP inh hiacc -2, Lmaj promast -8 and FLuc stim CS 1.
For Cc1ccc(C)c2c1cc(C)c1nnc(SCC(=O)c3cccs3)n12 the results were FLuc inh counter -3, TNAP inh noacc -12, APP transl inh -15, bIAP inh 8, RAM network inh 11*, TNAP act hiacc 1, bIAP act 0.9, TNAP inh hiacc 0, Lmaj promast 6 and FLuc stim CS 1.
CC(C1CC2CCC1C2)n1c(-c2ccco2)n[nH]c1=S (stereo not given) was read as FLuc inh counter -4, TNAP inh noacc -41, APP transl inh 54*, bIAP inh -27, RAM network inh 0.5, TNAP act hiacc 1.1, bIAP act 1.3, TNAP inh hiacc -6, Lmaj promast 10 and FLuc stim CS 1.
Screening O=C(COc1ccc([N+](=O)[O-])cc1)NC(C(=O)O)C(O)c1cccc([N+](=O)[O-])c1 (stereo not given) returned FLuc inh counter -8, TNAP inh noacc -2, APP transl inh 2, bIAP inh -1, RAM network inh 1.8, TNAP act hiacc 1, bIAP act 1, TNAP inh hiacc -2, Lmaj promast -1 and FLuc stim CS 1.1.
Screening CCn1c(=NC(=O)CSCC(=O)Nc2nccs2)sc2ccccc21 returned FLuc inh counter -5, TNAP inh noacc -13, APP transl inh -3, bIAP inh 22, RAM network inh 4.6, TNAP act hiacc 1.1, bIAP act 0.8, TNAP inh hiacc -6, Lmaj promast 2 and FLuc stim CS 1.
Screening Cc1cc2cc(CNC(=O)NC3CCCCC3)ccc2[nH]1 returned FLuc inh counter -1, TNAP inh noacc -13, APP transl inh -2, bIAP inh 12, RAM network inh 6.6, TNAP act hiacc 1, bIAP act 0.9, TNAP inh hiacc -2, Lmaj promast 3 and FLuc stim CS 1.
Screening O=C(CSc1ncnc2nc[nH]c12)Nc1nnc(SCc2ccc(Cl)c(Cl)c2)s1 returned FLuc inh counter -5, TNAP inh noacc -19, APP transl inh -21, bIAP inh -15, RAM network inh 3.2, TNAP act hiacc 1, bIAP act 1.1, TNAP inh hiacc -3, Lmaj promast -3 and FLuc stim CS 1.1.
Screening COc1ccc(Cl)cc1NC(=S)NCCc1c[nH]c2ccccc12 returned FLuc inh counter -1, TNAP inh noacc -6, APP transl inh -10, bIAP inh 12, RAM network inh 0.0, TNAP act hiacc 1, bIAP act 0.9, TNAP inh hiacc 0, Lmaj promast 2 and FLuc stim CS 1.
Screening COC(=O)C1=C(C(=O)OC)C(c2cc(Cl)ccc2O)c2sc(=O)[nH]c2S1 (stereo not given) returned FLuc inh counter -10, TNAP inh noacc -2, APP transl inh 13, bIAP inh 12, RAM network inh 1.2, TNAP act hiacc 1, bIAP act 0.9, TNAP inh hiacc 0, Lmaj promast -7 and FLuc stim CS 1.1.
Screening CCOC(=O)C(Cc1ccccc1)C(=O)Nc1cccc(C)c1 (stereo not given) returned FLuc inh counter 0, TNAP inh noacc -19, APP transl inh -11, bIAP inh -2, RAM network inh 0.0, TNAP act hiacc 1, bIAP act 1, TNAP inh hiacc 4, Lmaj promast 2 and FLuc stim CS 1.
Cc1cc(C)cc(CSc2nnc(C)c(=O)[nH]2)c1 was read as FLuc inh counter 1, TNAP inh noacc -6, APP transl inh -14, bIAP inh 11, RAM network inh 3.0, TNAP act hiacc 1, bIAP act 0.9, TNAP inh hiacc -1, Lmaj promast -6 and FLuc stim CS 1.
Screening O=[N+]([O-])c1ccc(NC2CCCC2)cc1 returned FLuc inh counter -3, TNAP inh noacc 6, APP transl inh 10, bIAP inh 21, RAM network inh -0.3, TNAP act hiacc 0.8, bIAP act 0.8, TNAP inh hiacc 18, Lmaj promast 43 and FLuc stim CS 1.
COCCN1C(=O)c2oc3ccccc3c(=O)c2C1c1ccc(C(=O)OC)cc1 (stereo not given) was read as FLuc inh counter -5, TNAP inh noacc -11, APP transl inh 3, bIAP inh 8, RAM network inh 0.6, TNAP act hiacc 1, bIAP act 0.9, TNAP inh hiacc 0, Lmaj promast -6 and FLuc stim CS 1.

Compound activity deposited in PubChem BioAssay by several laboratories.
